Screening data from PubChem.
bIAP activator: intestinal alkaline phosphatase (bovine) activation | purified bovine IAP, CDP-star luminescence, 30 min; active compounds read high; fold of DMSO-control signal, blank-subtracted | AID 1016 | activation factor at 20 µM | 200,000 compounds, 0.17% hits;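 active means activation factor of 2 or more at 20 µM, a signal rise over negative controls twice the positive control's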
TNAP act hi DEA: TNAP (human) activation, high acceptor; purified TNAP, CDP-star luminescence, 1 M DEA, 30 min; active compounds read high; 0 = EDTA background, 1 = DMSO-only activity; P05186; 200,000 tested, under 10 active; activation factor at 20 µM;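 active means activation factor at least 2 at 20 µM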
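Measured by: Luminescent substrate turnover signal | Test system: Human TNAP | Input: TNAP 1/800 final | Dosing: 20 µM single point | Schedule: 30 min, room temperature | Controls: EDTA wells as negative control, DMSO wells as positive control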
NF-kB neuron act: compounds increasing NF-kB expression in human neuronal cells; NF-kB reporter expression; active compounds read high; fold change at 12.5 µM; 190,000 compounds, 1.6% hits; in the data active means fold change above about 3.3
APP 5'UTR act: activates APP 5'UTR luciferase reporter; SH-SY5Y APP 5'UTR luciferase reporter, luminescence; zero percent = DMSO vehicle wells; activation, % at 2 µM; 190,000 compounds, 1% hits; AID 1276;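 active means activation above a set limit, based on mean plus 3 SD of controls, cut at about 140% in these data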; further: values of inactives mirror those of a sister screen read the other way
TNAP inh no acc: blocks human TNAP activity with no phosphate acceptor present. purified TNAP, CDP-star luminescence, 30 min. P05186. 200,000 compounds, 0.26% hits. AID 1012. inhibition, % at 20 µM;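 active means tissue-nonspecific alkaline phosphatase inhibition above about 50% at 20 µM in the single-dose screen, limit read from the data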;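 further: 0% = DMSO negative control and 100% = EDTA positive control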
PMI activator: increases human mannose-6-phosphate isomerase activity; 190,000 compounds, 0.005% hits; P34949; activation factor at 20 µM; purified human PMI, coupled resazurin fluorescence, 20 min; active compounds read high; 1 = vehicle control, 0 substrate-free wells; AID 1214;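 active means activation factor of 2 or more at 20 µM, relative to plate controls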
Target sequence (P34949 whole entry, looked up): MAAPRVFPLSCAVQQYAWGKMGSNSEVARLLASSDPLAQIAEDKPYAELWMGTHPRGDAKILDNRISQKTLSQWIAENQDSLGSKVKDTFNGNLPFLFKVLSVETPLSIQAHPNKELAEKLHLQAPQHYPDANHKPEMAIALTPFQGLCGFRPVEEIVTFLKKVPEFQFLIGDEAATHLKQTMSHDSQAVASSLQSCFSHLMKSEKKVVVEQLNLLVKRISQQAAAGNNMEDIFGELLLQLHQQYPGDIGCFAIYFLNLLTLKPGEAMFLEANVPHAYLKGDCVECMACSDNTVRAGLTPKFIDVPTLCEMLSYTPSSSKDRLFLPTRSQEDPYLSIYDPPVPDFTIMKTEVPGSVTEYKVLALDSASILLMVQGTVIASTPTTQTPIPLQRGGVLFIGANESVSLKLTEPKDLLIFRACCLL
PMI act hi M6P: increases human PMI activity with near-saturating mannose 6-phosphate; AID 1216; activation factor at 20 µM; coupled PMI enzyme assay, resazurin fluorescence, 20 min; active compounds read high; 1 = untreated enzyme, 0 = substrate-free blank; 190,000 compounds, 0.34% hits; P34949;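 active means activation factor of 2 or more at 20 µM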
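assay system = human phosphomannose isomerase with PGI, G6PDH, diaphorase coupling enzymes | quantity = 15 ng/mL PMI | incubation = enzyme reaction with compound 20 min at room temperature | medium = HEPES pH 7.4 buffer with MgCl2 and Tween-20 | compound dosing = one concentration, 20 µM, in 1% DMSO | measured by = Diaphorase-driven resazurin-to-resorufin fluorescence, excitation 544, emission 590 nm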
FLuc inhib CS: counter-screen for luciferase assay inhibitors: firefly luciferase inhibition. P08659. ATPLite firefly luciferase biochemical luminescence, 10 min. inhibition, % at 10 µM. 200,000 compounds, 1.5% hits. AID 1006;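 active means inhibition above about 50% when tested at 10 µM, limit read from the data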
Target sequence (P08659 whole entry, looked up): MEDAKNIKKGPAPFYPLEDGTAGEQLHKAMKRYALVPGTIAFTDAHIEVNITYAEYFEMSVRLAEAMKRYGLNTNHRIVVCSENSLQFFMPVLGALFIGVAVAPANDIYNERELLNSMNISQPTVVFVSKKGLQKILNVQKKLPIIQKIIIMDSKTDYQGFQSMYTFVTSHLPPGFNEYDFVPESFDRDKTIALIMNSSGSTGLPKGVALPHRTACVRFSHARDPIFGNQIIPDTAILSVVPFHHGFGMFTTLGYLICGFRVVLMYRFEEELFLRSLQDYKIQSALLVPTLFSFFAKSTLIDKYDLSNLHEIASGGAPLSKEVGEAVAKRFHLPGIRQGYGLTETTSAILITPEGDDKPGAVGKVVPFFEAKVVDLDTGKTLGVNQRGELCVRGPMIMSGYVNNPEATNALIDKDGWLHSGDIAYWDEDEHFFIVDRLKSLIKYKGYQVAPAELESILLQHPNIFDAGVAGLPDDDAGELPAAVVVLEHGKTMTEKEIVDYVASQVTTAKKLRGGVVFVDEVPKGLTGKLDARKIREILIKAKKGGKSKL
TNAP inh hi DEA: blocks human TNAP under high phosphate acceptor concentration; purified TNAP, CDP-star luminescence, 1 M DEA; inhibition, % at 20 µM; 200,000 compounds, 0.03% hits; AID 1135;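 active means over 50% inhibition of tissue-nonspecific alkaline phosphatase at 20 µM in the single-dose screen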;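 further: plate controls were DMSO wells for no effect and EDTA-quenched wells as full inhibition for full effect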
FLuc act counter: firefly luciferase counter-screen for stimulation assays. activation factor at 10 µM. AID 1027. ATPlite luciferase biochemical, luminescence, 10 min; 0 = ATP-free wells, 1 = DMSO control. 200,000 tested, under 10 active;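 active means luciferase activation factor, scaled between plate controls, of at least 2 with compound at 10 µM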
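Material: luciferase plus luciferin reagent, cell-free. Medium: PBS buffer for ATP. Also added: ATP substrate, dispensed from a 10.24 µM working solution in PBS. Doses: test compounds dosed from 2 mM stocks in 100% DMSO. Incubation: 10 min post-reagent at room temperature. Technique: light output (luminescence). Read-out basis: luminescence gain marking luciferase activators.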
An asterisk follows results filed as active; nt = no result given; & = joins results of further samples.

SMILES	bIAP activator	TNAP act hi DEA	NF-kB neuron act	APP 5'UTR act	TNAP inh no acc	PMI activator	PMI act hi M6P	FLuc inhib CS	TNAP inh hi DEA	FLuc act counter
COc1ccc(C(=O)Nc2ncc3c(n2)CC(C)CC3=O)cc1 (stereo not given)	1	1.1	0.86	12.3	-9.3	1	1	2.2	-7.3	1
CCC(C)NC(=O)CC1Oc2ccc(Cl)cc2NC1=O (stereo not given)	1	1	1.11	4.2	-12.1	1	1	-3.6	-2.2	1
CCc1ccc(C2CC(c3ccccc3)Nc3nc(N)nn32)cc1 (stereo not given)	1.1	1.1	0.95	10.7	-4.2	1	1	-2.5	-5.5	1
Cc1ccc(S(=O)(=O)CCC(=O)OCc2ccc(S(=O)(=O)C(C)C)cc2)cc1	1	1	0.96	20.3	-3.6	0.9	0.9	-0.5	0.8	1
COc1cccc(C(=O)Oc2ccc3c(C)cc(=O)oc3c2C(C)=O)c1	1.1	1	1.2	2.3	-9.2	1	1	-0.3	-1.4	1
CC(=O)N(CC(C)(C)CC=C(C)C)c1ccccc1	1	1	0.97	-28.2	-10.7	1	1.1	0.8	-3.7	1
CC(=O)C(C)Oc1ccc(Cc2ncc(C(F)(F)F)cc2Cl)cc1 (stereo not given)	0.9	1	1.14	15.3	-7.7	1	1	-6.3	-3.0	1.1
O=C(ONc1ccc(N=NC(=O)c2ccccc2O)cc1)c1ccccc1	0.8	0.9	1.74	5.0	33.4	0.7	0.8	28.8	12.8	0.7
COc1ccc(CNC(=O)CSc2ncnc3ccccc23)cc1OC	1.3	1	1.08	27.2	-29.5	1	1	-0.8	-3.7	1
Cc1cccn2c(=O)c3cc(C#N)c(=O)n(Cc4cccnc4)c3nc12	1.1	1	nt	nt	-17.2	1.1	1	-3.4	-3.2	1
CC(OC(=O)C1CCCCC1)C(=O)Nc1cccc(Cl)c1 (stereo not given)	0.9	1	1.4	-19.9	-11.0	1	1	-5.2	-2.6	1.1
Brc1c(CSc2nncn2-c2ccccc2)nc2ncccn12	1.1	1	0.99	5.8	-9.6	1.1	1	1.0	-1.1	1
COc1ccc(/C=C/C(=O)NC(=S)NNC(=O)c2cccnc2)cc1	1.1	1	0.72	-5.1	-24.2	1	1.2	12.7	2.5	0.9
CCCNC(=O)NC(=O)CSc1nc2ccccc2n1CC(C)C	1	1.1	0.87	7.1	-20.5	0.9	0.9	-5.6	-7.9	1.1
O=C(Cn1cc(C(F)(F)F)ccc1=O)N1CCN(S(=O)(=O)c2ccccc2)CC1	0.9	1.1	1	7.0	-12.4	1	1	-6.9	-5.7	1.1
N#Cc1c(-c2ccccc2)ccnc1N1CCOCC1	1	1.1	1.31	5.0	-8.5	1	1.1	-3.1	-5.1	1
O=C(COC(=O)CCc1ccc(S(=O)(=O)N2CCOCC2)cc1)Nc1ccc(Cl)cn1	0.8	1	1.06	12.0&-4.0	-10.5	1	1	-8.9	-1.9	1.1
O=C1C2C3c4ccccc4C(c4ccccc43)C2C(=O)N1Cc1ccccn1 (stereo not given)	1	1.1	0.98	-3.8	-18.3	1.1	1	-5.0	-7.4	1.1
Cc1nn(S(=O)(=O)N2CCOCC2)c(C)c1Br	1	1.1	1.15	5.7	-7.9	0.9	1	-7.2	-5.9	1.1
CSCCCNC(=S)Nc1ccc(N2CCOCC2)cc1	0.8	1	1.11	6.7	-8.6	1	1	-4.9	-3.3	1
CC1CCN(Cc2nc3c(c(=O)n(C)c(=O)n3C)n2CCCc2ccccc2)CC1	1	1	0.82	11.2	-13.4	1	0.9	-11.5	-2.6	1.1
C=CCn1c(-c2c(C)nc3cc(C)ccn23)n[nH]c1=S	0.9	1.1	1.21	14.3	-2.7	1.1	1	-2.9	-5.5	1
CN1C(=O)/C(=C/c2cn(CC(=O)NCc3ccco3)c3ccccc23)NC1=S	0.8	1	1.06	2.1	25.1	1.5	1.9	2.7	1.6	1
COc1ccc(CCNC(=O)c2ccc(CNS(=O)(=O)c3cccc(Cl)c3)cc2)cc1OC	0.8	1	0.71	4.8	-6.9	0.9	1	-3.1	0.7	1
COc1ccccc1-n1c2nc3ccccc3nc2c2c(=O)n(-c3cc(C)cc(C)c3)cnc21	1	1	0.54	-3.1	-17.7	0.8	0.8	5.5	-1.5	0.9
OCCN(/C=N/c1nc(-c2ccc(Br)cc2)cs1)CCO	0.9	1.1	1.8	41.9	-8.0	1	1	-0.6	-6.0	1
Cc1ccc(OCC(=O)N/N=C\c2c(C)n(C)c3ccccc23)c([N+](=O)[O-])c1	1.1	1	0.98	-3.4	-3.0	0.9	1	-7.0	0.2	1.1
COc1ccc(CN2C(=O)c3cccnc3C2O)cc1 (stereo not given)	0.8	1.1	1.17	28.0	-9.1	1.1	1.2	-9.4	-5.1	1.1
O=C1CCC(=O)N1CC(=O)N(c1ccccc1)c1ccccc1	0.8	1	1.72	-13.0	-10.0	1	1	-2.6	-0.9	1
Cc1nnc(SCC(=O)Nc2nc3ccccc3s2)n(N)c1=O	1	1	1.11	-12.6	-10.0	1	1.1	-5.1	1.1	1.1
COCCNC(=O)c1ccccc1-c1ccccc1C(=O)O	1	1	1.09	6.6	-13.6	1	1.1	-5.4	-3.5	1.1
CC(=O)Nc1cccc(-c2nnc3n2CC(C)S3)c1 (stereo not given)	0.9	1	1.09	-2.9	-8.5	0.9	0.9	-3.2	0.1	1
COc1ccccc1N(CC(=O)Nc1ccc(F)c(F)c1)S(C)(=O)=O	1	1	1.02	7.8	-12.5	0.9	1	-7.4	-4.4	1.1
Cc1cc(S(=O)(=O)NCC(=O)O)ccc1F	1	1.1	1.17	-2.0	-17.2	0.9	0.9	-8.5	-6.9	1.1
CCN(Cc1ccncc1)C(=O)c1ccccc1NS(=O)(=O)c1ccc(F)cc1	1.3	1	1.18	-1.2	-2.0	1.1	1	-5.1	-0.2	1.1
CCCCC(=O)/C=C/n1c(=S)oc2ccccc21	0.8	1.1	0.93	-2.4	-9.7	0.9	1	16.0	-5.8	0.8
O=NC1=C(c2c(O)[nH]c3ccccc23)CCCC1	1	0.9	1.37	18.2	3.2	0.8	0.8	-0.4	11.2	1
CC(=O)Nc1cc(C(=O)N2CCN(C)CC2)ccc1Sc1ccc(C)cc1	1.1	1	1.04	1.4	-10.0	0.9	0.9	-2.1	-0.5	1
CN(C)S(=O)(=O)c1cccc(C(=O)N2CCN(Cc3ccccc3)CC2)c1	0.9	1.1	0.86	-1.1	-6.3	0.9	0.9	-5.2	-7.9	1.1
c1ccc(CO/N=C(\c2ccc(C3CC3)nc2)C2CC2)cc1	0.9	1.1	1.27	26.6	-12.8	0.9	1	-6.4	-8.9	1.1
COc1cc(NC(=S)NC(C)=O)ccc1NC(=O)C(C)C	1	1	1.38	10.5	-9.7	0.9	0.9	0.6	-4.6	1
Cc1ccc2[nH]c(C)c(CCNC(=O)C3CCCCC3C(=O)OCC(F)(F)F)c2c1 (stereo not given)	1.2	1	0.96	-3.6	10.7	0.9	0.9	-4.5	-0.2	1
CC(=O)Nc1ccc(NC(=O)C2CCCN2C(=O)Nc2ccc(F)c([N+](=O)[O-])c2)cc1 (stereo not given)	1	1.1	1.05	10.4	-9.8	0.9	0.9	-4.0	-5.8	1
CC(Sc1nnc(-c2ccc(C(C)(C)C)cc2)n1C)C(N)=O (stereo not given)	0.8	1	1.58	22.5	-9.8	1	1	-4.4	-3.4	1
CCOc1cc(C(=S)N2CCCC2)ccc1OCC(=O)Nc1c(C)cc(C)cc1C	0.9	1	1.12	nt	-5.8	1	1.1	-9.1	1.9	1.1
O=C1CCC(=O)N1OCCCOc1ccc(Br)cc1Cl	0.7	1	1.05	-36.3	-2.6	1	1	3.7	3.3	1
COc1ccc(OC)c(S(=O)(=O)NC(C)(C)C)c1	0.9	1	1.18	0.5	-9.1	1	1	-6.3	-2.1	1.1
COc1cccc(C(=O)CN(C(=O)c2ccc(Cl)cc2Cl)N2C(=O)c3ccccc3C2=O)c1	0.9	1	0.95	-6.2	-0.2	0.7	0.9	-3.4	1.3	1
O=C(NCC1CCCO1)C1CCN(c2ccc(S(=O)(=O)N3CCCC3)cc2)CC1 (stereo not given)	1	1	1	-3.4	-14.9	0.9	1	-5.1	-3.8	1.1
Clc1ccc(-c2ccc(C=Nc3ccc(N4CCOCC4)cc3)o2)c(Cl)c1	1	1	0.99	9.9	11.4	0.8	0.5	-2.2	1.3	1
CC(NS(=O)(=O)c1ccccc1)C(c1cccs1)N1CCN(C)CC1 (stereo not given)	1	1	1.08	-1.4	19.5	1	1	-3.8	2.6	1
CN1CCN(C(=O)CCC(=O)c2ccc(F)cc2)CC1	1	1.1	1.17	3.6	-13.2	0.9	1	-5.3	-6.4	1.1
CCC(CC)C(=O)Nc1cccc(C(=O)NCc2ccco2)c1	1.1	1.1	1.04	-1.6	-16.3	1	1.1	-3.0	-8.1	1
CCn1c(C)nc2cc(C(=O)N/N=C/c3ccc(N4CCOCC4)cc3)ccc21	1.2	1	0.95	9.0	-15.7	0.9	0.8	-0.1	-4.3	1
O=C(CN1CCC(c2nc3ccccc3s2)CC1)N1CCCCC1	1.1	1	1.05	-25.1	-14.7	0.9	0.8	0.2	-3.8	1
CCOc1cc(/C=C2\C(=O)N(CCc3ccc(OC)c(OC)c3)C(C)=C2C(=O)OC)ccc1O	0.4	0.7	0.74	-25.5	12.0	0.8	0.5	-7.8	34.2	1.1
COc1ccccc1N(Cc1ccccc1)S(=O)(=O)c1cccc(C(=O)O)c1	1	1	1.09	8.6	-9.2	1.2	1.1	-2.3	-3.2	1
COc1cc(C(C)=O)ccc1Oc1cnccn1	1	1	1.48	-4.4	-5.8	1.2	1.1	-2.2	2.2	1
COc1ccc(Cc2nnc(SCc3c(C)noc3C)n2C2CCCCC2)cc1OC	0.9	1	1.23	7.3	-5.5	1	1	-3.5	-3.6	1
Nc1nnc(-c2ccco2)s1	1.1	0.9	1.56	-2.5	4.3	1.1	1.2	1.4	7.4	1

Compound profiles, from the list above. Order of screens: bIAP activator, TNAP act hi DEA, NF-kB neuron act, APP 5'UTR act, TNAP inh no acc, PMI activator, PMI act hi M6P, FLuc inhib CS, TNAP inh hi DEA, FLuc act counter
O=C(CN1CCC(c2nc3ccccc3s2)CC1)N1CCCCC1 in the list: 1.1, 1, 1.05, -25.1, -14.7, 0.9, 0.8, 0.2, -3.8, 1
CC(NS(=O)(=O)c1ccccc1)C(c1cccs1)N1CCN(C)CC1 (stereo not given) in the list: 1, 1, 1.08, -1.4, 19.5, 1, 1, -3.8, 2.6, 1
COc1ccc(OC)c(S(=O)(=O)NC(C)(C)C)c1 in the list: 0.9, 1, 1.18, 0.5, -9.1, 1, 1, -6.3, -2.1, 1.1
